# High-throughput results from PubChem BioAssay.
# CIT2 TOR yeast: modulators of CIT2-GFP expression in yeast, primary screen, S. cerevisiae, GFP fusion, multiplex flow cytometry, MLPCN library; S. cerevisiae CIT2-GFP strain, 3 h; 100 means same as DMSO wells; GFP response vs DMSO, % at 10 µM; 320,000 compounds, 0.065% hits; AID 2029, 2009;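 active = GFP response relative to DMSO above a set limit, near the screen mean plus 3 SD, cut at about 150% in these data; inconclusive = Fewer than 70 cells measured for a yeast strain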;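 also: ratio of well median GFP fluorescence to mean of DMSO wells on the plate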
# Yeast superoxide: reduction of superoxide in aged yeast, primary screen, HTS; S. cerevisiae aged cells, superoxide DHE fluorescence; hits give low values; superoxide response (% of plate mean), % at 10 µM; 330,000 compounds, 0.18% hits; AID 2690, 2010;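 active = superoxide response under a set limit, about three screen SD below normal, cut at about 65% in these data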;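 also: yeast aged for seven days with compound at 30 °C before DHE staining; 100% = average MFI of all compound-treated wells on the plate with controls excluded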
# RPL19A-GFP yeast: RPL19A-GFP expression modulators in yeast, primary screen, cell-based, S. cerevisiae, multiplex flow cytometry, MLPCN; percent response vs DMSO, % at 10 µM; S. cerevisiae RPL19A-GFP strain, 3 h; hits give low values; 330,000 compounds, 0.3% hits; AID 2025, 2009;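 active = percent response vs DMSO below 50%; inconclusive = fewer than 70 events counted for the yeast strain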;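 also: median channel GFP fluorescence of the barcoded RPL19A-GFP strain; ratio of sample median GFP to plate DMSO average so 100% = DMSO; lower means less RPL19A-GFP as with rapamycin TOR inhibition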
# LAP4-GFP MLPCN: modulators of LAP4-GFP expression in yeast, primary screen, S. cerevisiae, multiplex flow cytometry, MLPCN library | 3 h; median GFP as percent of DMSO wells | GFP response vs DMSO, % at 10 µM | 320,000 compounds, 0.34% hits | AID 2023, 2009;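 active = GFP response vs DMSO above a set limit, about the screen mean plus 3 SD, cut at about 150% in these data; inconclusive = under 70 cell events counted for the yeast strain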
# AGP1 TOR yeast: modulators of AGP1-GFP expression in yeast TOR pathway, primary screen, cell-based, multiplex flow cytometry, S. cerevisiae, MLPCN library; GFP response vs DMSO, % at 10 µM; 3 h; GFP as percent of DMSO wells; 320,000 compounds, 0.02% hits;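 active = GFP response relative to DMSO above a set limit, near screen average plus 3 SD, cut at about 150% in these data; inconclusive = fewer than 70 cells counted for the yeast strain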;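 also: median GFP channel fluorescence of the gated AGP1 strain per well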
# MEP2 TOR yeast: modulators of MEP2-GFP levels in yeast, primary screen, S. cerevisiae, multiplex flow cytometry, MLPCN library; S. cerevisiae MEP2-GFP strain, 3 h; 100% = DMSO control level; 330,000 compounds, 0.51% hits; GFP response vs DMSO, % at 10 µM;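 active = GFP response versus DMSO above a set limit, roughly screen mean plus 3 SD, cut at about 180% in these data; inconclusive = fewer than 70 cells counted for a yeast strain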;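 also: median GFP fluorescence of the barcode-gated MEP2-GFP cells per well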
# AHR act: AHR activators, primary screen, cell-based, luminescence, luciferase reporter, human | Aryl hydrocarbon receptor (Homo sapiens), P35869 | AHR-responsive luciferase reporter cells | activation, % at 5 µM | 320,000 compounds, 2.5% hits | AID 2796, 2010; in the data active = activation above about 47%;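 also: 0% = vehicle wells and 100% = reference agonist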
# Target sequence (P35869 whole entry, looked up): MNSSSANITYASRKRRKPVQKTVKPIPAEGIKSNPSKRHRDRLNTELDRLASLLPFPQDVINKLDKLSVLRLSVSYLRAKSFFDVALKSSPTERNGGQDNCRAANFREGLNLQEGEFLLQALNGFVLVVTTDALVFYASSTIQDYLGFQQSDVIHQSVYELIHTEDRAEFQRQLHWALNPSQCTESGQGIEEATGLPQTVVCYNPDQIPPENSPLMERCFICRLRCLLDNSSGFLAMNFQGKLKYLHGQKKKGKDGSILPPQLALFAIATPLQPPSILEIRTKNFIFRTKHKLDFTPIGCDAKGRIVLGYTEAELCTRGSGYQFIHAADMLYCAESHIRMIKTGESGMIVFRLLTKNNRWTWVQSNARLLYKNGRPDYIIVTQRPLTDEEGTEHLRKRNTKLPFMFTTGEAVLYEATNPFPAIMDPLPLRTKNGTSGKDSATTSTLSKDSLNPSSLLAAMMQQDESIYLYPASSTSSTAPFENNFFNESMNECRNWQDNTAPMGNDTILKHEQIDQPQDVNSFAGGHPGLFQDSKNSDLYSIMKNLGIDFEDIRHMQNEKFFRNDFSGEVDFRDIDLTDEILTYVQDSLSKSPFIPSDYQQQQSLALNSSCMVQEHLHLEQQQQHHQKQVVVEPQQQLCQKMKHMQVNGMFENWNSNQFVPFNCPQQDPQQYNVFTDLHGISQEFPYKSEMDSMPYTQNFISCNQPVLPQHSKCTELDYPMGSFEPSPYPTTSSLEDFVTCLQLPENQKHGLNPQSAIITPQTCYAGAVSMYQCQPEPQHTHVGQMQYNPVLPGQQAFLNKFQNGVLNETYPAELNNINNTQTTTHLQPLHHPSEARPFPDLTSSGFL
# Efflux pump inh: inhibitors of Candida efflux pumps in yeast, primary screen, S. cerevisiae, Nile Red, multiplex | 330,000 compounds, 0.44% hits | S. cerevisiae Candida pump triplex | inhibition, % at 10 µM;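 active = plate passing quality check with inhibition over a set limit, or well fluorescence over plate mean plus 4 SD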;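 also: Nile Red retained in pooled yeast measured as flow cytometry median fluorescence; 0% = buffer negative control and 100% = Enniatin B positive control; higher means more Nile Red kept so more efflux inhibition; some compounds called inactive have numbers as strong as hits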
# * hit, by the source's call; ? = inconclusive; . = not tested or not shown; & = joins results of further samples; [ ] = another dose, or the depositor's remark. Rows were taken by chance. Share with any hit: about 3.9%.
SMILES,CIT2 TOR yeast,Yeast superoxide,RPL19A-GFP yeast,LAP4-GFP MLPCN,AGP1 TOR yeast,MEP2 TOR yeast,AHR act,Efflux pump inh
CS(=O)(=O)N(CC(=O)NCC1CCCO1)Cc1ccc(Cl)cc1 (stereo not drawn),110,82,98,96,104,104,-1,-0.1
O=C(CSCc1ccccc1)N1CCc2ccccc21,96,94,97,101,94,95,35,-0.1
CCOc1ccc(NC(=O)CSc2nnc(-c3ccoc3C)n2CC2CCCO2)cc1 (stereo not drawn),93,107,103,100,100,102,10,0.2
CCN(CC(=O)NCc1cccs1)C(=O)COc1ccc(C(N)=O)cc1,106,90,105,116,107,112,0,-0.1
COc1ccc(-n2c(=S)[nH]c3cc(C(=O)NCc4cccnc4)ccc3c2=O)cc1,92,100,98,88,81,100,-2,0.2
COC(=O)c1ccc(NC(=O)CSc2nnc(C(C)NC(=O)c3ccccc3Cl)n2C)cc1 (stereo not drawn),89,90,95,.,94,86,2,0.4
COc1ccc(/C=C/C(=O)OCC(=O)c2c(N)n(C)c(=O)n(C)c2=O)c(OC)c1,104,98,102,93,99,110,-2,0.0
O=C(C1=C[C@H](C2CC2)C[C@H](OCc2ccc(CO)cc2)O1)N1CCN(Cc2ccc3c(c2)OCO3)CC1,118,101,100,107,90,85,3,0.0
O=C1c2ccc([N+](=O)[O-])cc2C(=O)N1c1c[nH]c(=O)[nH]c1=O,96,100,94,95,88,95,-1,-0.3
CCc1nc2c(C#N)c(-c3ccc(Cl)cc3)ccn2n1,110,96,101,104,100,102,1,0.1
CC(NC(=O)C12CC3CC(CC(O)(C3)C1)C2)c1ccc(Cl)cc1Cl (stereo not drawn),113,90,114,94,102,101,0,0.0
O=C(CS(=O)(=O)c1cn(Cc2cccc(F)c2)c2ccccc12)N1CCCCC1,?,86,43*[may fluoresce violet],75[may fluoresce violet],?,236*[may fluoresce violet],0,-0.2
CCN(CC)C(=O)Cn1c(=O)n(CCCCCC(=O)Nc2ccccc2)c(=O)c2sccc21,109,93,100,94,107,104,0,-1.4
CCC(C)(C)n1nnnc1CN1CCN(c2nc3ccc(C)cc3cc2C#N)CC1,90,91,100,.,101,97,4,0.1
CC(C)CN(C(=O)COC(=O)c1ccccc1Sc1ccccc1C#N)C1CCS(=O)(=O)C1 (stereo not drawn),90,79,101,105,95,102,-1,0.7
CSc1ccc(CN2CCN(C(=O)c3ccncc3)CC2)cc1,94,86,95,99,97,93,1,0.5
COc1ccc(C(=O)Nc2n[nH]c(-c3ccncc3)n2)cc1,95,99,96,104,.,100,-10,0.0
O=C(CN1C(=O)NC2(CCc3ccccc3C2)C1=O)Nc1ccc(F)cc1 (stereo not drawn),98,103,98,101,98,91,2,-0.2
CC(C)NC(=O)CN1CCN(c2ncccn2)CC1,97,107,98,95,100,101,-2,0.1
Cc1cc2c3c([nH]c2cc1S(=O)(=O)NCc1ccc(CN2CCCCCC2)o1)CCCC3=O,93,126,94,84,93,88,1,-0.2
O=C(O)c1ccc(NS(=O)(=O)c2cccc(C(=O)Nc3ccc(Br)cc3)c2)cc1,100,115,101,104,100,111,3,0.0
Cc1ccc(-n2c(O)c(/C=N/n3cnnc3)c3ccccc3c2=O)cc1,103&95,96&131,99&101,94&106,106&102,107&102,1&-1,-0.2&0.3
O=C(NCCCO)c1ccc2[nH]c3c(c2c1)CCCC3,99,109,102,97,100,97,14,-0.1
O=C(c1ccc(F)cc1)N1CCN(c2ccccn2)CC1,101,88,101,83,96,106,2,-0.1
Cc1ccc(N2Cc3ccccc3OC(C)C2=O)cc1 (stereo not drawn),97,97,96,99,98,96,3,-0.2

# Pulled by structure from above, three records:
SMILES,CIT2 TOR yeast,Yeast superoxide,RPL19A-GFP yeast,LAP4-GFP MLPCN,AGP1 TOR yeast,MEP2 TOR yeast,AHR act,Efflux pump inh
CCc1nc2c(C#N)c(-c3ccc(Cl)cc3)ccn2n1,110,96,101,104,100,102,1,0.1
CC(NC(=O)C12CC3CC(CC(O)(C3)C1)C2)c1ccc(Cl)cc1Cl (stereo not drawn),113,90,114,94,102,101,0,0.0
COc1ccc(/C=C/C(=O)OCC(=O)c2c(N)n(C)c(=O)n(C)c2=O)c(OC)c1,104,98,102,93,99,110,-2,0.0

# New compounds follow
SMILES,CIT2 TOR yeast,Yeast superoxide,RPL19A-GFP yeast,LAP4-GFP MLPCN,AGP1 TOR yeast,MEP2 TOR yeast,AHR act,Efflux pump inh
NS(=O)(=O)c1cccc(NC(=O)CSc2nnc(-c3ccncc3)n2C2CC2)c1,91,104,94,90,91,97,-1,0.2
COC(=O)[C@]1(Cc2ccccc2)N[C@H](CN(C)C(=O)c2ccc(F)cc2)[C@@H]2C(=O)N(C)C(=O)[C@@H]21,85,132,97,92,96,98,0,0.3
CC(=O)c1c(C)[nH]c(C(=O)CSc2ncnc3sc(-c4ccccc4)cc23)c1C,87,105,95,102,113,97,14,0.3
Cc1cc(NC(=O)CN2CCOCC2)n(-c2ccccc2)n1,89,108,99,114,104,100,-2,0.0
Cc1cccc(C)c1NC(=O)CN(C)C(=O)c1ccc(-n2cncn2)c([N+](=O)[O-])c1,98,104,99,91,100,96,0,0.2
CCOC(=O)c1c(NC(=O)COC(=O)CNC(=O)c2ccc(Cl)cc2Cl)sc(C(=O)N(C)C)c1C,98,104,95,102,106,96,1,0.0
Cc1ccc(/C=N/n2c(C)nnc2C)o1,106,112,106,92,104,108,-5,-0.2
COc1cc(C(=O)N2CCC(NC(=O)C(Cc3ccc(C(C)C)cc3)NC(C)=O)CC2)cc(OC)c1OC (stereo not drawn),102,84,98,100,102,94,0,-0.2
O=C(CCC1CCCC1)c1c(O)c2ccccc2oc1=O,80,100,90,90,82,86,14,0.0
CCN(C(=O)COC(=O)c1cnc(C)cn1)C1CCCCC1,99,99,99,114,101,123,-2,0.0
Cc1cc(O)ccc1Nc1nc(-c2cccs2)cs1,102,95,91,118,96,96,-5,-0.2
CCCCc1nc(SCC(=O)N2CCCC2)c2c(=O)n(C)c(=O)n(C)c2n1,100,103,103,82,107,95,-1,0.1
Cc1cccc(N=C2CSC(=O)N2)c1,91,113,92,96,97,92,6,-0.3
O=C(NCCCCNC(=O)c1cccnc1Cl)c1cccnc1Cl,100,101,104,100,106,99,-3,0.0
CC1CCN(C(=S)c2cccc([N+](=O)[O-])c2)CC1,102,87,103,101,108,105,-4,-0.1
O=C(COc1ccccc1[N+](=O)[O-])N/N=C/c1ccc[nH]1,98,106,99,112,109,103,15,-0.1
COc1ccc(C(=O)Nc2nccs2)cc1[N+](=O)[O-],96,100,103,103,98,100,12,0.1
COc1ccc(/C=C/C(=O)NC2CC3CCC2C3)cc1 (stereo not drawn),89,96,91,81,85,89,4,-0.1
Cc1ccc(C)c(N2CCN(C(=O)CC3Sc4ccccc4NC3=O)CC2)c1 (stereo not drawn),99,103,95,135,100,96,0,0.1
CCOC(=O)C1=C(C)NC(=O)NC1c1ccc(F)cc1 (stereo not drawn),102,117,105,94,101,103,-1,0.0
CCc1noc(C)c1C(=O)OCC(=O)N(C)c1c(N)n(Cc2ccccc2)c(=O)[nH]c1=O,111,108,102,110,110,115,1,0.1
CCN(CC)CCCNC(=S)N(Cc1ccco1)Cc1cc2cc3c(cc2[nH]c1=O)OCCO3,98,87,108,94,111,108,12,0.2
Cc1ccc(/C=C/C(=O)NCc2cccs2)c(C)c1,95,90,105,105,92,103,18,0.1
CC(=O)c1cccc(OCc2cc(C(=O)N(C)Cc3ccc(C)o3)no2)c1,99,102,108,83,95,103,1,0.2
C/C(CC(=O)Nc1ccc2c(c1)OCCO2)=N\NC(=O)c1cccc(O)c1,99,103,99,90,96,102,1,0.0

# Among those listed so far, six have a thiophene ring, fused or not:
SMILES,CIT2 TOR yeast,Yeast superoxide,RPL19A-GFP yeast,LAP4-GFP MLPCN,AGP1 TOR yeast,MEP2 TOR yeast,AHR act,Efflux pump inh
CCN(CC(=O)NCc1cccs1)C(=O)COc1ccc(C(N)=O)cc1,106,90,105,116,107,112,0,-0.1
CCN(CC)C(=O)Cn1c(=O)n(CCCCCC(=O)Nc2ccccc2)c(=O)c2sccc21,109,93,100,94,107,104,0,-1.4
CC(=O)c1c(C)[nH]c(C(=O)CSc2ncnc3sc(-c4ccccc4)cc23)c1C,87,105,95,102,113,97,14,0.3
CCOC(=O)c1c(NC(=O)COC(=O)CNC(=O)c2ccc(Cl)cc2Cl)sc(C(=O)N(C)C)c1C,98,104,95,102,106,96,1,0.0
Cc1cc(O)ccc1Nc1nc(-c2cccs2)cs1,102,95,91,118,96,96,-5,-0.2
Cc1ccc(/C=C/C(=O)NCc2cccs2)c(C)c1,95,90,105,105,92,103,18,0.1

# The listing continues.
SMILES,CIT2 TOR yeast,Yeast superoxide,RPL19A-GFP yeast,LAP4-GFP MLPCN,AGP1 TOR yeast,MEP2 TOR yeast,AHR act,Efflux pump inh
CN(C)S(=O)(=O)c1cccc(-c2nnc3n2CCCCC3)c1,105,91,102,107,106,103,-1,-0.1
Cc1nc2ccccc2c(=O)n1/N=C/c1c(O)ccc2ccccc12,105,101,108,100,111,100,13,0.0
CCOc1ccc2nc(C)cc(Nc3ccc(N4CCOCC4)cc3)c2c1,103,108,105,96,101,107,5,0.0
COc1ccc(CN(C)C(=O)C(Cc2ccccc2)NC(=O)c2ccccc2)c(OC)c1 (stereo not drawn),83,115,93,104,95,97,3,0.1
CN1/C(=C\C(=O)CSc2nnc(NCc3ccccc3)s2)C(C)(C)c2ccccc21,91,100,102,93,96,103,0,1.7
COc1ccc2nc(SC)cc(C)c2c1,100,100,98,99,100,95,-2,-0.1
CC(=O)Nc1ccc(-c2csc(Nc3cc(C)ccn3)n2)cc1,103,96,105,102,91,104,-2,0.3
COc1ccc(OCCCC(=O)NCCc2nc3ccccc3[nH]2)cc1,102,98,100,109,106,105,6,0.0
CN(C)c1ccc(NC(=O)CSc2nnc(-c3cccs3)n2Cc2ccco2)cc1,89,107,94,92,91,93,12,0.5
Cc1cc(NC(=O)CSc2nc(-c3ccccc3)c(C#N)c(=O)[nH]2)no1,102,81,99,99,.,98,-2,-0.3
CNC(=O)c1cc2c(cn1)[nH]c1ccccc12,84,112,103,110,88,101,13,-0.1
CCOCc1[nH]c(=S)[nH]c(=O)c1Cc1ccc(OCC(C)C)cc1,100,109,99,103,104,97,6,0.2
OCCOCCn1c(C2CCCN2c2nc(-c3ccc(F)cc3)cs2)nc2cc(C(F)(F)F)ccc21 (stereo not drawn),87,103,100,106,86,94,20,0.0
CCOC(=O)CS(=O)(=O)c1nc(-c2ccccc2)cc(C(F)(F)F)n1,84,104,88,180*,115,131,-2,0.0
CN(Cc1ccccc1)C(=O)CCC1CCN(S(C)(=O)=O)CC1,109,65*,109,96,103,113,-4,0.3

# 2 compounds from above with just AGP1 TOR yeast, Efflux pump inh and MEP2 TOR yeast:
Compound	AGP1 TOR yeast	Efflux pump inh	MEP2 TOR yeast
CCOC(=O)CS(=O)(=O)c1nc(-c2ccccc2)cc(C(F)(F)F)n1	115	0.0	131
CN(C)S(=O)(=O)c1cccc(-c2nnc3n2CCCCC3)c1	106	-0.1	103
